Screening data as filed in PubChem BioAssay.
b-catenin transl: modulators of beta-catenin nuclear translocation, primary screen, imaging, HeLa cells, immunofluorescence, high-content; hit rate 0.3% among 190,000; nuclear translocation activity, % at 5 µM;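 active means nuclear translocation activity above 50% at 5 µM, with a well cell count of 50 or more; inconclusive means wells under 50 cells across six images, flagged as toxic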;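 further: per-cell ratio of nuclear to cytoplasmic median beta-catenin stain intensity; plate controls were DMSO negative control for no effect and GSK-3 inhibitor IX positive control for full effect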
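System: HeLa cells, endogenous beta-catenin; compound dosing: 5 µM primary single dose, 0.1% DMSO, 0.02–20 µM confirmation series; incubation: 24 h compound exposure at 37°C, 5% CO2; signal: beta-catenin immunofluorescence imaging with DAPI; evaluation: % activation, nuclear-to-cytoplasmic median beta-catenin signal ratio per cell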
Yfh1-off respiration: enhancers of respiration in Yfh1-depleted yeast, dose response, Friedreich's ataxia, plus single-dose screen (AID 1465). S. cerevisiae Yfh1-off respiration, WST-1 reduction, 72 h; higher fold induction means a stronger effect. fold induction at 50 µM, or EC50 in µM where a hit was titrated. hit rate 0.074% among 220,000;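 active means fold induction of absorbance versus untreated yeast above a set limit, then at least 30% activation at any dose in follow-up; inconclusive means repeats straddling the limit, or above it without dose testing; inactive means fold induction below the set limit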;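 further: activators that raise dye reduction in frataxin-depleted yeast; strong numbers were not always called active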
MT stabilize HCS: microtubule stabilizers in HeLa cells, primary screen, imaging, high-content imaging. hit rate 0.83% among 200,000. HeLa tubulin immunostaining HCS, 24 h; share of cells brighter than vehicle mean+2SD. AID 2205, 2009. % tubulin-high responders, % at 10 µM;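 active means plate Z-score above 3 for both tubulin-high and condensed-nucleus cell shares, with cell loss under 80%, at 10 µM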;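 further: anti alpha tubulin signal scored within the nucleus-defined area of each cell; some results filed as inactive read as strong as hits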
human PMI inhibitors: human PMI inhibitors, high substrate, primary screen, biochemical, fluorescence intensity, high mannose 6-phosphate (AID 1220). hit rate 0.66% among 190,000. recombinant PMI enzyme, coupled fluorescence intensity; higher % means a stronger effect. Mannose-6-phosphate isomerase (Homo sapiens). one-dose inhibition, % at 20 µM; IC50 in µM for titrated hits
PMI inhibitors: inhibitors of human PMI, primary screen, biochemical, fluorescence intensity, coupled assay (AID 1209) | Mannose-6-phosphate isomerase (Homo sapiens) | purified PMI enzyme, coupled fluorescence intensity; higher % means a stronger effect | inhibition, % at 20 µM, or IC50 in µM where a hit was titrated | hit rate 0.42% among 190,000;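 further: plate controls were DMSO vehicle for no effect and wells lacking substrate for full effect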
Dynein cargo inh: inhibitors of GR-EGFP nuclear translocation, primary screen, dynein cargo transport inhibitor project, imaging, high-content, 3617.4 mouse cells. test concentration mostly 20 µM; stimulated with dexamethasone, 1 µM; active compounds read low. z-score, hits read low. hit rate 0.47% among 220,000. AID 1381, 2008;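 active means plate z-score of nuclear minus cytoplasmic receptor signal below a set negative limit, without overly bright fluorescence or cell loss, cut at about -3.5 in these data, passing the limit was not always enough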;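 further: z-score of nuclear minus cytoplasmic ring GR-EGFP intensity difference per well; some compounds called inactive have numbers as strong as hits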
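Schedule: 48 h induction, then 1 h compound, then 30 min agonist, 37 °C. Buffer or medium: tetracycline-free induction medium containing charcoal-stripped FBS. Reagent: 1.0 µM final dexamethasone stimulus. Evaluation: nuclear versus cytoplasmic GR-EGFP signal, averaged per well. Signal: high-content fluorescence imaging after fixation.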
WT yeast gro inh: growth inhibition of WT strain, primary screen, mitochondrial fusion inhibitor project, WT and mutant strains, chemical genetic; mitochondrial fusion phenotypic screen; inhibition, % at 10 µM; hit rate 2.1% among 190,000; AID 1362, 2008; in the data active means inhibition above about 58%; tested in S. cerevisiae
Ins promoter up: insulin promoter activators in MIN6 cells, imaging, high-content screening, mouse beta cells | MIN6 insulin promoter-GFP reporter; active compounds read high | z-score at 5 µM | hit rate 0.3% among 190,000 | AID 1625, 2009;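 active means z-score above 3 at 5 µM with at least 500 cells counted in the well; inconclusive means wells under 500 cells, flagged as cytotoxic or low count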
Autophagy HCS: autophagy modulators in MEF cells, primary screen, imaging, high-content, MEF GFP-LC3. MEF GFP-LC3 puncta imaging; test concentration mostly 10 µM. calls only at 10 µM (by protocol). hit rate 0.98% among 190,000. AID 463193, 2010;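 active means percentage of spot-positive cells more than 3 SD above its plate mean, without a fluorescence outlier flag or 80% toxicity; inconclusive means no clear call, values can overlap the other calls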;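 further: spot-positive cell cutoff set from DMSO-treated cells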
WT yeast gro inh mutant strain: recorded beside WT yeast gro inh, whose call it bears; inhibition, %; mitochondrial fusion phenotypic screen, mutant strain inhibition
Dynein cargo inh cytoplasmic EGFP: second read-out of Dynein cargo inh, no call of its own (marks repeat the call); z-score; measured here: cytoplasmic GR-EGFP intensity; active compounds read high
Dynein cargo inh nuclear GR-EGFP: second read-out of Dynein cargo inh, no call of its own (marks repeat the call); z-score; measured here: nuclear GR-EGFP intensity;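 lower value marks the stronger effect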
Dynein cargo inh cell count: recorded beside Dynein cargo inh, whose call it bears; z-score; measured here: cell count per field
Ins promoter up cell count: recorded beside Ins promoter up, whose call it bears; cell count; measured here: cytotoxicity, nuclei count;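 total cells summed across four imaged fields per well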
b-catenin transl cell count 5 µM: second read-out of b-catenin transl, no call of its own (marks repeat the call); cell count; measured here: cell count, cytotoxicity flag
MT stabilize HCS Hoechst-high %: also measured in MT stabilize HCS; calls as there; % Hoechst-high responders; measured here: nuclear condensation Hoechst responders;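 share of cells brighter than vehicle mean plus two SD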
MT stabilize HCS cytotoxicity %: also measured in MT stabilize HCS; calls as there; toxicity, %; measured here: cytotoxicity by cell density;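 0% = mean cell density of plate MIN control wells and 100% = no cells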
Autophagy HCS cell loss 18 h: second read-out of Autophagy HCS, no call of its own (marks repeat the call); toxicity, %; measured here: cell loss, nuclei count;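 cell loss after 18 h compound exposure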
Starred values were filed as active, the others as inactive; i = inactive; ? = inconclusive; nt = not tested or not shown. Unless noted, no stated cut-off is given here; in the data, active means inhibition above about 50%; inactive means the rest. Compounds were not picked by outcome. Share with any hit: about 5%.

SMILES | b-catenin transl | b-catenin transl cell count 5 µM | Yfh1-off respiration | MT stabilize HCS | MT stabilize HCS Hoechst-high % | MT stabilize HCS cytotoxicity % | human PMI inhibitors | PMI inhibitors | Dynein cargo inh | Dynein cargo inh cytoplasmic EGFP | Dynein cargo inh nuclear GR-EGFP | Dynein cargo inh cell count | WT yeast gro inh | WT yeast gro inh mutant strain | Ins promoter up | Ins promoter up cell count | Autophagy HCS | Autophagy HCS cell loss 18 h
Cc1cc(C)c2cc3c(ccn3C3OC[C@H](O)[C@H](O)[C@H]3O)cc2n1 (stereo partly specified) | nt | nt | i | 5.0 | 2.6 | 1.1 | 2% | 11% | -0.68 | -0.25 | -0.91 | 0.88 | -10 | -1 | 0.45 | 1153 | i | -1
Cc1ccc(-c2cc(-c3ccc4c(c3)OCO4)c(C#N)c(N)n2)o1 | 2.4 | 775 | i | 59* | 47* | 58* | -27% | -8% | -1.1 | 0.022 | -0.37 | 0.67 | 39 | 22 | -0.65 | 1261 | i | -13
Clc1ncnc2scc(-c3ccc(Br)cc3)c12 | -1.2 | 912 | i | 4.3 | 1.5 | 1.8 | -14% | 1% | -4.5* | 1.2* | -2.1* | -0.49* | 25 | 12 | 0.24 | 1194 | i | 1
COc1ccc(/C=N/n2c(=O)[nH]c3c([nH]c4ccc(Cl)cc43)c2=O)cc1CN1CCCCC1 | -2.4 | 1275 | i | nt | nt | nt | nt | nt | -1.4 | -0.18 | -0.57 | 0.49 | nt | nt | -0.21 | 1443 | nt | nt
CCN1C(C)=C(C)S/C1=C1\SC(=S)N(NC(C)=O)C1=O | 0.7 | 1479 | ? | 2.8 | 1.9 | 4.1 | nt | nt | 0.91 | -0.22 | 0.35 | -0.059 | 15 | 1 | 0.07 | 1019 | i | -11
CCOP(=O)(OCC)C(NC(=O)Nc1ccc(C)cc1)C(N)=O (stereo unspecified) | -2.5 | 1160 | i | nt | nt | nt | nt | nt | -0.086 | -0.071 | -0.043 | -0.44 | nt | nt | -0.48 | 1246 | nt | nt
Cc1ccc(NC(=O)c2ccc(NCCN)c([N+](=O)[O-])c2)cc1 | 0.9 | 869 | i | 1.5 | 1.9 | 4.4 | -6% | 0% | -0.38 | -0.16 | -0.22 | -0.12 | -5 | -1 | nt | nt | i | -5
COc1ccc(OC)c(NC(=O)c2nc3ccccc3s2)c1 | -0.4 | 1078 | i | 4.6 | 2.1 | 5.7 | -8% | -3% | 2 | -0.35 | 1.3 | 0.16 | -14 | 15 | -0.49 | 1339 | i | 9
CCOC(=O)c1c(C)cc(C)n2c1nc1ccccc12 | -1.4 | 1384 | i | 2.8 | 1.5 | 11 | -4% | 6% | -0.15 | -0.21 | -0.75 | -0.33 | -1 | 2 | 0.83 | 1613 | i | -7
O=C(OCc1c(Cl)cccc1Cl)c1ccncc1 | 0.5 | 1172 | i | 3.1 | 2.4 | 5.1 | 2% | 12% | -0.22 | -0.2 | -0.26 | 0.67 | -7 | 6 | 0.55 | 1595 | i | -5
Cc1ccc(S(=O)(=O)c2c(C)nn(C(C)(C)C)c2OC(=O)c2ccco2)cc1 | -1.8 | 786 | i | 5.0 | 2.3 | 7.1 | 6% | 8% | -0.69 | -0.13 | -0.026 | -0.19 | 7 | -4 | 0.84 | 1597 | i | 1
Nc1cc(C(F)(F)F)ccc1C(=O)O | -2.1 | 1176 | i | 5.9 | 2.3 | 1.3 | -12% | -21% | -0.11 | -0.19 | 0.074 | -0.18 | -1 | -5 | -0.03 | 1289 | i | -3
CCCCCC(=O)NC(NC(=S)N1CCOCC1)C(Cl)(Cl)Cl (stereo unspecified) | 2.1 | 897 | i | 4.5 | 2.7 | 5.1 | 2% | -2% | 0.07 | -0.27 | 0.014 | 1.3 | -21 | -3 | nt | nt | i | -6
[O-][n+]1onc2c1CCc1c-2nc(-c2ccccc2)n1OCc1ccccc1 | -3.9 | 854 | i | 4.6 | 3.7 | 9.6 | 14% | 6% | -0.57 | -0.091 | -0.063 | 0.093 | 1 | -1 | -0.45 | 1174 | i | -11
CCC(=O)Nc1nc(OC)cc(OC)n1 | 0.7 | 1082 | i | 3.0 | 0.2 | 41 | -6% | 2% | -0.1 | -0.2 | 0.29 | 0.58 | 4 | 23 | 0.29 | 1357 | i | 1
CCOC(=O)NC(Nc1ccc(OC)cc1)(C(F)(F)F)C(F)(F)F | -0.2 | 1081 | i | 3.7 | 2.6 | 3.1 | 27% | 3% | 0.13 | -0.3 | 0.056 | -0.15 | -8 | -13 | 0.29 | 1394 | i | 3
Cc1ccc2c(Cn3cc(C(F)(F)F)cc(Cl)c3=O)cc(=O)oc2c1 | nt | nt | i | 1.9 | 2.4 | 4.2 | 6% | -8% | -0.35 | -0.24 | 0.17 | 0.68 | -3 | -11 | -0.52 | 1238 | i | -2
Cn1c(=O)[nH]c(=O)c2c1nc(N1CCCCC1)n2C/C=N/NC(=O)c1cc(Br)ccc1O | 0.3 | 1307 | i | nt | nt | nt | nt | nt | -0.024 | -0.26 | 0.35 | 0.16 | nt | nt | 0.49 | 1119 | nt | nt
CC(C)Cc1cc(C(=O)N2CCN(C(c3ccccc3)c3ccccc3)CC2)no1 | 0.8 | 1123 | i | 5.8 | 1.3 | 9.6 | 9% | 7% | 0.0083 | -0.21 | 0.036 | 0.056 | 59* | 34* | -1.6 | 947 | i | 11
Clc1nc(CN2CCCCC2)nc2sc3c(c12)CCC3 | -2.6 | 1100 | i | 2.8 | 1.7 | 8.6 | -3% | 1% | -0.052 | 0.63 | 0.095 | -1.9 | 18 | 18 | -0.13 | 1087 | i | 19
COc1ccc(C(=S)Nc2ccccc2)cc1 | -0.7 | 1404 | nt | 2.7 | 1.8 | 10 | 4% | 8% | 0.22 | -0.13 | 0.84 | -1.3 | 10 | 1 | -0.07 | 1543 | i | 13
COc1ccccc1NC(=O)COC(=O)Cc1ccc(S(=O)(=O)N2CCCCC2)s1 | 0.8 | 1071 | i | 2.5 | 1.4 | 11 | -9% | -11% | 3.1 | -0.19 | 1.9 | -1.5 | -5 | 1 | -0.46 | 1257 | i | -31
CC(C(=O)c1ccccc1)[n+]1cccc(C(N)=O)c1 (stereo unspecified) | -0.4 | 1351 | i | nt | nt | nt | nt | nt | -0.2 | -0.23 | -0.08 | 0.35 | nt | nt | -0.75 | 1326 | nt | nt
CCc1c(C)nc(N)n2c(SCC(=O)N3CCCc4ccccc43)nnc12 | -0.8 | 1055 | i | 2.7 | 0.4 | 23 | 7% | 7% | 0.3 | -0.24 | 0.52 | 1.2 | -11 | -8 | nt | nt | i | 0
O=c1c2c3c(sc2ncn1/N=C/c1ccccc1)CCCC3 | 5.4 | 453 | i | 3.5 | 2.3 | 6.5 | 9% | 12% | 0.08 | -0.037 | 0.49 | -0.12 | 21 | 9 | nt | nt | i | -8
CC(C)(C)c1ccc(C(=O)N2CCC(=O)N(C(COCc3ccccc3)Cc3ccccc3)CC2)cc1 (stereo unspecified) | nt | nt | i | 4.7 | 1.8 | 13 | -5% | -3% | 1.7 | -0.25 | 1.1 | 0.0087 | 53 | -26 | -0.54 | 1105 | i | 13
CC(NC(=O)c1ccnn1C)C1CCCO1 (stereo unspecified) | 1.7 | 1519 | i | 6.7 | 2.2 | 4.6 | 5% | 7% | 0.17 | -0.28 | 0.61 | 0.00056 | 6 | 12 | 0.08 | 1487 | i | 6
CNC(=O)c1[nH]cnc1C(=O)Nc1cccc(OC)c1 | -4.1 | 1249 | i | 2.3 | 2.3 | 5.8 | 12% | 18% | -0.47 | -0.27 | -0.17 | 0.18 | 6 | 13 | 0.67 | 1343 | i | 0
Cc1cccn2c(CN(C)C3CCCc4ccccc43)c(C(=O)N3CCOCC3)nc12 (stereo unspecified) | -1.1 | 910 | i | 3.0 | 2.2 | 4.1 | 6% | 11% | 0.046 | -0.067 | 0.59 | -0.52 | 10 | -1 | -0.18 | 1467 | i | 0
Cc1[nH]c2ccc(-c3n[nH]c(=S)n3Cc3ccccc3)cc2c1C | -2.4 | 616 | i | 1.2 | 2.7 | 6.8 | 13% | 16% | -0.34 | -0.13 | -0.4 | 0.98 | -11 | 5 | -0.96 | 1288 | i | -16
Cc1c(C#N)c(NC(=O)c2cccc(Cl)c2)n(Cc2ccccc2)c1C | 1.3 | 947 | i | 1.2 | 1.9 | 9.0 | 7% | 5% | 0.95 | -0.18 | 0.0078 | -0.75 | -2 | -15 | -1 | 1871 | i | 0
Nc1nc(SCn2nnc3ccccc3c2=O)n[nH]1 | 0.4 | 1513 | i | 2.3 | 2.5 | 0.0 | 4% | 5% | 1.6 | -0.15 | 0.48 | -0.97 | -1 | 1 | nt | nt | i | -2
